Compound activity deposited in PubChem by several laboratories.
KCNQ1 act – potentiators or activators of KCNQ1 channel, primary screen, cell-based, thallium flux, high-throughput; B-score at 10 µM; CHO-K1 KCNQ1, thallium flux FluxOR fluorescence; active compounds read high; 0.35% of 310,000 active; Potassium voltage-gated channel subfamily KQT member 1 (Homo sapiens), P51787;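 active means fluorescence ratio B-score, a plate-corrected score, at least three library SD, with initial intensity B-score within 5 SD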
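Material: CHO-K1 cells stably expressing KCNQ1. Medium: assay buffer for compound exposure, DMSO matched across wells. Reagent: K+/Tl+ depolarizing stimulus. Compound dosing: single-concentration screen. Times: 37 °C overnight plating, 90-min dark dye load, 20-min compound pretreatment. Technique: FluxOR Tl+ flux fluorescence.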
RGS4 inh – RGS4 inhibitors, primary screen, cell-based, HEK293 M3R inducible RGS4, calcium flux. AID 463165, 2010. Regulator of G-protein signaling 4 (Homo sapiens), P49798. Fluo-4 calcium flux; active compounds read high; triggered by carbachol at its EC20. B-score at 10 µM. 0.45% of 310,000 active;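 active means B-score, a plate-corrected calcium signal, over three deviations above library mean, with baseline fluorescence within five deviations of library mean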;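 further: RGS4 expression induced by doxycycline in cells with stable M3 receptor; B-score is computed from the integrated fluorescence ratio over baseline after carbachol; higher B-score means a larger calcium signal and so more RGS4 inhibition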
Target sequence (P49798 whole entry, looked up): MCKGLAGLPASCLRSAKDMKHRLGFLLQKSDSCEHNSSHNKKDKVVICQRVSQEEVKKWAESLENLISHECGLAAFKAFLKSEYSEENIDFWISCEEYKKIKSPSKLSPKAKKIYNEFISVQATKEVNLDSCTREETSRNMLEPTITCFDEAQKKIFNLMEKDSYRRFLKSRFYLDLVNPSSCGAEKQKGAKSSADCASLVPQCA
GSK3B inh – human GSK3beta kinase inhibitors, primary screen, biochemical, cell-free homogeneous, HTS. activity score (negative = inhibition), % at 10 µM. GST-GSK3beta kinase, ADP-Glo luminescence, 60 min; active compounds read low. Glycogen synthase kinase-3 beta (Homo sapiens), P49841. 0.038% of 300,000 active. AID 2097, 2009;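 active means more than half of replicate wells score below -50%, meaning over 50% inhibition versus plate controls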;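 further: 0% = median DMSO wells and -100% = median GW8510 positive control wells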
Target sequence (P49841 whole entry, looked up): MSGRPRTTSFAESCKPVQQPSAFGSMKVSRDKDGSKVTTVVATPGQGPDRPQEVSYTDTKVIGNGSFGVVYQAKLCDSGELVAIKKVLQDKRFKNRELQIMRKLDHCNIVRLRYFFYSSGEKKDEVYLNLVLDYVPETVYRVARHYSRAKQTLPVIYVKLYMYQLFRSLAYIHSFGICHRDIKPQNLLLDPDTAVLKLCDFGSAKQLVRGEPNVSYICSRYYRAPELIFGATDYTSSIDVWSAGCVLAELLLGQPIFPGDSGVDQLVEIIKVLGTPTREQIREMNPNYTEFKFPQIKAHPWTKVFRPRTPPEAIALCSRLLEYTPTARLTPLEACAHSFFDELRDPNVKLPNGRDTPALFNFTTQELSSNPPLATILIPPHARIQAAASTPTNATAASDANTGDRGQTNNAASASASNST
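Assay system: GST-tagged human GSK3beta kinase, cell-free; Input: 1.6 ng GSK3beta; Medium: Tris/MgCl2 kinase buffer; Timing: 60 min enzyme reaction, room temperature; Signal: ADP-Glo luminescence quantifying ADP generated by kinase; Evaluation: score relative to plate controls; Benchmarks: DMSO neutral wells and GW8510 at 20 µM as positive.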
KCNK9 block – KCNK9 potassium channel inhibitors, primary screen, HEK293 cells, thallium flux | 1.2% of 310,000 active | FluxOR thallium flux fluorescence; active compounds read low | B-score at 10 µM;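 active means ratio B-score over 3 SD below the library mean, with starting fluorescence within 5 SD of its mean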;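 further: negative B-score means less thallium flux so channel inhibition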
RGS4 pot – RGS4 potentiators or activators, primary screen, cell-based, HEK293 M3R inducible RGS4, calcium flux | carbachol calcium flux Fluo4; active compounds read low | B-score at 10 µM | AID 463111, 2010 | 0.92% of 310,000 active;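 active means B-score of the integrated calcium signal more than 4 SD below the library mean, with starting fluorescence not abnormally high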;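 further: negative B-score means reduced calcium response which marks RGS4 activation or potentiation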
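System: HEK293 FlpIn-TREx cells, stable M3R, doxycycline-inducible RGS4. Timing: overnight RGS4 induction, 30 min dye load 37 °C, 20 min compound RT. Also added: carbachol, ECmax concentration. Measured by: Fluo4 fluorescence kinetic imaging of calcium. Evaluation: integrated calcium ratio converted to B score.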
hERG protect – hERG rescue from dofetilide block, primary screen, cell-based, CHO-hERG, FluxOR thallium flux, dofetilide IC70. dofetilide IC70 present. activation (rescue from dofetilide block), less the hit threshold, % at 10 µM. 0.51% of 310,000 active;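 active means activation above the mean of controls blocked by dofetilide plus 5 SD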;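 further: thallium influx through hERG after potassium depolarization seen as dye fluorescence rise; in these data hits start at about 4.7%; inactives centre near -7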
KCNQ1 block – inhibitors of human KCNQ1 channel, primary screen, cell-based, thallium flux, high-throughput; CHO-K1 KCNQ1, FluxOR thallium flux fluorescence; active compounds read high; B-score at 10 µM; 1.3% of 310,000 active;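 active means compounds whose thallium flux B-score, printed positive for inhibition, exceeds three library SD while starting fluorescence stays within three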;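 further: channel opened by potassium depolarization with thallium stimulus after 20 min compound exposure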
GSK3 alpha inh – blockers of GSK3A enzyme activity – biochemical, luminescence, cell-free homogeneous, HTS, primary screen; GSK-3 alpha kinase, ADP-Glo luminescence, 60 min; inhibition, % at 10 µM; 0.1% of 320,000 active;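 in the data active means inhibition above about 50%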;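 further: GST-tagged GSK-3 alpha with peptide substrate and 25 µM ATP; 0% = DMSO neutral wells and 100% = GW8510 positive control wells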
KCNK3 inh – human KCNK3 channel inhibitors, primary screen, CHO cells, FluxOR thallium flux, B-score; FluxOR fluorescence; active compounds read low; B-score at 10 µM; 0.84% of 340,000 active; AID 602410, 2012;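 active means B-score under library mean minus 4 SD, starting fluorescence ratio at most library mean plus 5 SD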;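 further: more negative B-score means stronger inhibition of thallium flux through KCNK3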
Target sequence (O14649 whole entry, looked up): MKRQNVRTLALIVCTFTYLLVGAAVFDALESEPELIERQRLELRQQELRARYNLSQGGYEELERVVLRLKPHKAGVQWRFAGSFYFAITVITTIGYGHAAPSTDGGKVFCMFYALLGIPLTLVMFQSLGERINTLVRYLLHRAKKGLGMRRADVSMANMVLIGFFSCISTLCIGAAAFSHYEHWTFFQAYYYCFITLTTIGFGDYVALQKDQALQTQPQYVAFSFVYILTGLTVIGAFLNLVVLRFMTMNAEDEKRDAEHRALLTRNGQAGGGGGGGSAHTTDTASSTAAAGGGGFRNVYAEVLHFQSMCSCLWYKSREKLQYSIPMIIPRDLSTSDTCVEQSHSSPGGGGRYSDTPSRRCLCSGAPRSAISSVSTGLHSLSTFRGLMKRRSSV
PolyA inhibitor – polyadenylation inhibitors in yeast reporter cells, primary screen, luminescence, S. cerevisiae; calls only at 12 µM; 0.02% of 300,000 active; S. cerevisiae SKY197-pL101 polyadenylation reporter, beta-gal luminescence; efflux-impaired pdr1/pdr3 knockout yeast; score 100 = 6 SD above DMSO;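 active means lowest replicate activity score at least 50, where 100 means six control SD above control mean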;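 further: yeast exposed to compound for 9 h at 30 °C; higher score means more reporter readthrough which indicates perturbed polyadenylation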
DYRK1A inh – rat Dyrk1A kinase inhibitors, primary screen, biochemical, single point, plate reader; 0.43% of 310,000 active; Dual specificity tyrosine-phosphorylation-regulated kinase 1A (Rattus norvegicus), Q63470; ADP-Glo luminescence, NFATc1 peptide; inhibition, % at 12.5 µM; in the data active means inhibition above about 50%;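 further: plate controls were vehicle with enzyme for no effect and no enzyme for full effect; many of its hits are not listed in these tables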
* hit, by the source's call; i = inactive; . = no result given; & = joins results of further samples. An excerpt; the hit share may differ from the screen's.

SMILES	KCNQ1 act	RGS4 inh	GSK3B inh	KCNK9 block	RGS4 pot	hERG protect	KCNQ1 block	GSK3 alpha inh	KCNK3 inh	PolyA inhibitor	DYRK1A inh
C/C(CC(=O)Nc1cccc(C(F)(F)F)c1)=N\NC(=O)C1CCCCC1	i	i	0	i	i	-2	i	-2	i	i	1
CCOC(=O)c1nnc(-c2ccc(C)cc2)nc1Sc1ccccc1Cl	i	i	4	i	i	-13	i	-1	i	i	4
CCC(=O)N(C)CCc1cc2c(c(OC)c1/C=N/NC(=O)c1ccccc1O)OCO2	i	i	2	i	i	-7	i	-2	i	i	-3
CN1CCN(CCCNC(=O)Cn2ncc3c4ccccc4n(C)c3c2=O)CC1	i	i	-2	i	i	-3	i	2	i	i	2
COc1ccc(C2c3cc(OC)c(OC)cc3CCN2C(=O)c2ccccc2)cc1OC (stereo not drawn)	i	i	-5	i	i	-7	i	-1	i	i	4
CCOC(=O)C1CCN(C(=O)CN(c2cc(OC)ccc2OC)S(=O)(=O)c2ccccc2)CC1	i	i	2	i	i	-8	i	0	i	i	1
Cc1ccc(C)c(OCC(=O)O/N=C(\N)c2cccnc2)c1	i	i	1	i	i	-15	i	-5	i	i	.
CCN1CCCC1CNC(=O)c1cc2c(=O)n(C)c3ccccc3c2n1C (stereo not drawn)	i	i	-1	i	i	-12	i	-30	i	i	40
COc1ccc(OC)c(S(=O)(=O)Nc2ccccc2C(F)(F)F)c1	i	i	0	i	i	-13	i	-2	i	i	1
COc1ccc(NS(=O)(=O)c2cccc(C(=O)NCCCN3CCCC3=O)c2)cc1	i	i	0	i	i	-11	i	-1	i	i	1
COc1ccc(C(=O)COC(=O)C(CC(C)C)N2C(=O)c3ccccc3C2=O)cc1 (stereo not drawn)	i	i	-1	i	i	-13	i	-2	i	i	2
Cc1ccccc1C1=NC(C(F)(F)F)(C(F)(F)F)c2c(n(-c3ccc(F)cc3)c(=O)[nH]c2=O)N1	i	i	0	i	i	-4	i	-1	i	i	0
CN(C1CCCC1)C1CCN(C(=O)CNC(=O)/C=C/c2cccc(C(F)(F)F)c2)CC1	i	i	4	i	i	-4	i	1	i	i	1
COc1ccccc1N1CN(Cc2ccccc2)CNC1=S	i	i	4	i	i	-5	i	-1	i	i	0
c1cc2c(cc1C1CCCCC1)c1c3n2CCCNC3CCC1 (stereo not drawn)	i	i	0	i	i	-30	i	.	i	i	5

Structural class, the entries above containing a halogen (5)
SMILES	KCNQ1 act	RGS4 inh	GSK3B inh	KCNK9 block	RGS4 pot	hERG protect	KCNQ1 block	GSK3 alpha inh	KCNK3 inh	PolyA inhibitor	DYRK1A inh
C/C(CC(=O)Nc1cccc(C(F)(F)F)c1)=N\NC(=O)C1CCCCC1	i	i	0	i	i	-2	i	-2	i	i	1
CCOC(=O)c1nnc(-c2ccc(C)cc2)nc1Sc1ccccc1Cl	i	i	4	i	i	-13	i	-1	i	i	4
COc1ccc(OC)c(S(=O)(=O)Nc2ccccc2C(F)(F)F)c1	i	i	0	i	i	-13	i	-2	i	i	1
Cc1ccccc1C1=NC(C(F)(F)F)(C(F)(F)F)c2c(n(-c3ccc(F)cc3)c(=O)[nH]c2=O)N1	i	i	0	i	i	-4	i	-1	i	i	0
CN(C1CCCC1)C1CCN(C(=O)CNC(=O)/C=C/c2cccc(C(F)(F)F)c2)CC1	i	i	4	i	i	-4	i	1	i	i	1

(continued)
SMILES	KCNQ1 act	RGS4 inh	GSK3B inh	KCNK9 block	RGS4 pot	hERG protect	KCNQ1 block	GSK3 alpha inh	KCNK3 inh	PolyA inhibitor	DYRK1A inh
COc1ccc2c(c1)C(c1cccs1)=NNC(c1ccncc1)=N2	i	i	-6	i	i	-9	i	2	-8.8*	i	-2
COc1ccc(C2=[N+](C)CCn3cccc32)c(OC)c1	i	i	-3	i	i	-11	i	0	i	i	0
Cc1nn2c(NCCCn3ccnc3)cc(C(C)C)nc2c1-c1ccccc1	i	i	0	i	i	-19	i	1	-12*	i	3
C=CCNC(=O)CSc1ccc(Cl)cc1	i	i	2	i	i	-4	i	3	i	i	1
CCCCn1c(N)c(N(CCOC)C(=O)COC(=O)c2cc(CCC)c(C)s2)c(=O)[nH]c1=O	i	i	1	i	i	-14	i	1	i	i	-3
CCn1c(SCC(=O)c2cc(OC)ccc2OC)nnc1C(C)C	i	i	0	i	i	-3	i	-17	i	i	-2
CC(=O)Nc1ccc(NC(=O)c2ccc([N+](=O)[O-])cc2Cl)cc1	i	i	2	i	i	-10	i	10	i	i	-1
O=C(N/N=C/c1c[nH]c2ccccc12)c1ccc(O)c(O)c1	i	i	1	i	i	-4	i	4	i	i	15
Cc1ccc(-c2c(C)n([O-])c3c([n+]2=O)CCC3)cc1	i	i	1	i	i	-9	i	-2	i	i	.
CC(=O)NC(O)C(=O)c1ccco1 (stereo not drawn)	i	i	2	i	i	-7	i	-2	i	i	2
O=C(CS(=O)(=O)c1ccc(F)cc1)NCc1ccccc1	i	i	3	i	i	-9	i	-1	i	i	5
Cn1ncc([N+](=O)[O-])c1C(=O)NCc1ccccc1	i	i	2	i	i	-6	i	0	i	i	-2
CCCCn1c(=O)c(Cc2ccccc2)c(O)c2ccccc21	i	i	0	i	i	-6	i	-2	i	i	6
COc1cccc(N(C(=O)c2nc3nccc(C)n3n2)c2nc3ccccc3s2)c1	i	i	1	i	i	-20	i	8	i	i	4
CCOc1ccc(OCC)c(NC(=O)Nc2ccc3c(c2)N(C)C(=O)CS3)c1	i	i	2	i	i	-9	14*	0	-16*	i	-4
CCN(C(=O)Cn1c(=O)oc2cc(S(=O)(=O)N3CCCC3)ccc21)c1ccc(OC)cc1	i	i	-1	i	i	-4	i	2	i	i	-3
CCN(CC)CCCNC(=O)c1cc(Nc2ccc(OC)cc2)nc2ccccc12	i	i	0	i	i	-4	i	1	i	i	-3
O=C(COc1ccc(Cl)cc1)NNC(=S)NCc1ccccc1	i	i	3	i	i	-11	i	1	i	i	-1
CC(NCc1cccs1)C(=O)NC1CCCCC1 (stereo not drawn)	i	i	0	i	i	-3	i	-1	i	i	3
COc1ccc(C2=NN(c3ccccc3)C(c3cn(CCC(=O)O)nc3-c3ccccc3)C2)cc1 (stereo not drawn)	i	i	0	i	i	-13	i	-5	i	i	.
C(=N\Nc1nc(Nc2ccccc2)nc(Nc2ccccc2)n1)/c1cccnc1	i	i	3	i	i	-17	i	0	i	i	-2
Cc1nn(C)c(C)c1CNC(=O)c1nn2c(c1Cl)NC(c1cccs1)CC2C(F)(F)F (stereo not drawn)	i	i	1	i	i	1	i	-2	i	i	.
O=C(CNC(=O)c1cccs1)OCC(=O)c1ccccc1	i	i	7	i	i	-8	i	3	i	i	-4
Cc1ccc(CNC(=O)C2CCCN(S(=O)(=O)N3CCC(C)CC3)C2)cc1 (stereo not drawn)	i	i	-1	i	i	-9	i	-1	i	i	-4
Nc1nnc(-c2cccnc2)s1	i	i	0	i	i	-11	i	-5	i	i	8
CCOC(=O)C1CCN(C(=O)COC(=O)c2cccc(F)c2)CC1	i	i	3	i	i	-8	i	-1	i	i	3
CC(C)(C)c1ccc(/C=C/C(=O)NCCCN2CCOCC2)cc1	i	i	-1	i	i	-3	i	-2	i	i	-4
O=C(CCc1nnc2ccc(N3CCC4(CC3)OCCO4)nn12)N1CCCCC1	i	i	-3	i	i	-4	i	-1	i	i	-2
CCN1CCC[C@H]1CNC(=O)c1c(O)c(Cl)cc(Cl)c1OC	i	i	4&3	i	i	-3&-5	i	-1&-3	i	i	-8
O=[N+]([O-])c1cccc(CN2CCN(c3ncccn3)CC2)c1	i	i	-4	i	i	-7	i	-2	i	i	-9
COc1cccc(CN2CCNC(=O)C2CC(=O)NC2CCCC2)c1OC (stereo not drawn)	i	i	0	i	i	-10	i	-1	i	i	-1
COc1ccc(CCNC(=O)c2cnn3c(C(F)F)cc(C)nc23)cc1OC	i	i	1	i	i	-12	i	1	i	i	-5
COc1ccc(Cc2nc3ccccc3n2C)cc1	i	i	1	i	i	-5	i	-1	i	i	1
CC(C)CC(=O)N/N=C/c1c(N)n(C)c(=O)n(C)c1=O	i	i	2	i	i	-7	i	2	i	i	4
Cc1ccc(N(C(=O)c2ccc(S(=O)(=O)N3CCOCC3)cc2)C2C=CS(=O)(=O)C2)cc1C (stereo not drawn)	i	i	2	i	i	-1	i	-4	i	i	-6
CCCCC(=O)NC1(C(F)(F)F)C(=O)N(Cc2ccco2)C(C)=C1C(=O)OC (stereo not drawn)	i	i	2	i	i	-12	i	-3	i	i	-4
O=C(NN=C1CCCCCCCCCCC1)c1ccncc1	i	i	-1	i	i	-6	i	1	i	i	-1
Cc1cc(Cl)ccc1OCC(=O)Nc1ccccc1NS(=O)(=O)c1cccs1	i	i	-1	i	i	-15	i	0	i	i	-5
CN(/N=C/c1ccc(Cl)cc1Cl)c1ncc(Cl)cc1C(F)(F)F	i	i	-1	i	i	-5	i	-1	i	i	.
CN(C)c1ccc(N=Nc2ccccc2Br)cc1	i	i	0	i	i	-6	i	0	i	i	5
COc1ccc(C(C#N)c2nc3ccccc3nc2Cl)cc1 (stereo not drawn)	i	i	1	i	i	-5	i	-4	i	i	-1
